# Lamin A splicing = modulators of lamin A splicing; HeLa LMNA splicing GFP/RFP minigene ratio, 48 h; Potency, µM (titrated, usually from 46.1 µM), without a hit: at the highest dose ratio change, negative = inhibition, usual class: inhibitors; hit rate 0.01% among 200,000; AID 1487; active means well fitted inhibition curve with a large enough effect in the signal ratio, with a control signal flat, not every such curve was filed as active; inconclusive means small, poorly fitted or top-dose-only effect, or effect the other way, or a change in a side signal; the % refers to the signal ratio; further: potency means the concentration at half of the fitted maximal effect; on the % scale 0 is the no-effect control and ±100 the full control effect
#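 S3 HeLa stable clones carrying a lamin A-EGFP splicing minigene plus DsRed2 were seeded at 600 cells/well in Opti-MEM with 2% FBS, pin-dosed and incubated 48 h at 37°C. Acumen cytometry (488 nm) gave the GFP/RFP total-intensity ratio.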
# GAA inhib = blocks human lysosomal alpha-glucosidase; P10253; purified human GAA, 4-MU-alpha-glucoside fluorescence; Potency, µM (top dose mostly 76.9 µM), for the others: top-dose activity change, negative = inhibition, usual class: inhibitors; hit rate 0.005% among 200,000; AID 1466;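 further: potency means the concentration at half of the fitted maximal effect; plate controls were uninhibited enzyme wells for no effect and no-enzyme background for full effect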
#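 AC50 values come from Hill fits of compound titrations (up to 77 uM) against 4 nM human enzyme. Substrate 4-methylumbelliferyl-alpha-D-pyranoside at 400 uM, pH 5.0 citrate buffer, 20 min room temperature; fluorescence Ex 365/Em 440 after alkaline stop.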
# aGlu spleen mod = inhibitors or activators of human alpha-glucosidase in spleen homogenate; Potency, µM (top dose mostly 79.9 µM), inactives show top-dose activity change, negative = inhibition, hits mostly inhibitors; human spleen homogenate, 4-MU-alpha-glucoside fluorescence; hit rate 0.006% among 240,000; P10253;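 further: potency means the concentration at half of the fitted maximal effect; 0% = enzyme with vehicle and -100% = no enzyme basal signal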
#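 AC50 values come from Hill-equation fits of concentration-response data, normalized to no-enzyme and full-activity controls. Enzyme source: 1 ug human spleen homogenate; 1 mM fluorogenic 4-MU glucoside, pH 5.0 citrate buffer, 37 C, 40 min.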
# HTT aggregate = mutant huntingtin aggregation inhibition. hit rate 1.1% among 220,000. Potency, µM (top dose mostly 46.1 µM), for inactives: at the highest dose activity change, negative = inhibition, hits mostly inhibitors. AID 1688. PC12 HttQ103-GFP aggregates, Acumen cytometry, 40 h; further: potency means the concentration at half of the fitted maximal effect; on the % scale 0 is the no-effect control and ±100 the full control effect; nearly all actives have a fitted effect of over 60% in size
#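 Quantitative HTS on tebufenozide-induced (100 nM) PC12 cells stably expressing polyQ103 Huntingtin exon 1–GFP. Reduction of bright GFP aggregates, detected by laser scanning cytometry after lysis, identified actives across the titration.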
# HTT ATP protect = cytoprotection in Huntington HTT-Q103 PC12 cell model; Potency, µM (titrated, usually from 56.4 µM), without a hit: cytoprotection (ATP increase), usual class: activators; AID 1471; PC12 HTT-Q103 induced, cytoprotection, ATP luminescence, 40 h; hit rate 0.14% among 230,000;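 further: potency means the concentration at half of the fitted maximal effect; % of control where 0% means no effect; nearly all actives have a fitted effect of over 45% in size; toxic huntingtin expression switched on by the ecdysone agonist tebufenozide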
#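 Rat PC12, Q103 Htt exon1-GFP fusion, ecdysone promoter; tebufenozide inducer 100 nM final; compound titration; qHTS, 1500 cells/well; ATPlite luminescent read.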
# GAA glycogen mod = GAA glycogen-cleavage inhibition or activation; P10253; recombinant GAA, glycogen substrate, Amplex Red glucose oxidase fluorescence; Potency, µM (highest dose often 76.4 µM), for the others: top-dose activity change, negative = inhibition, actives largely listed as inhibitors; hit rate 0.38% among 300,000; AID 2100;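 further: potency means the concentration at half of the fitted maximal effect; 0% = full enzyme reaction and -100% = no-enzyme basal signal; the screen sought inhibitors and activators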
#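 Recombinant human enzyme (4 nM); glycogen substrate; 37 C, 40 min, pH 5.0. Readout: coupled glucose oxidase/Amplex Red fluorescence.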
# CBFb-RUNX1 inh = inhibitors of human CBF-beta and RUNX1 interaction; AlphaScreen CBFb-His/RUNX1-biotin binding, biochemical; 230,000 tested, under 10 active; Q01196+Q13951; Potency, µM (series often up to 59.8 µM), without a hit: at the top dose activity, negative = inhibition, usual class: inhibitors; AID 1477; further: % of control where 0% means no effect
# Target sequence (Q01196 whole entry, looked up): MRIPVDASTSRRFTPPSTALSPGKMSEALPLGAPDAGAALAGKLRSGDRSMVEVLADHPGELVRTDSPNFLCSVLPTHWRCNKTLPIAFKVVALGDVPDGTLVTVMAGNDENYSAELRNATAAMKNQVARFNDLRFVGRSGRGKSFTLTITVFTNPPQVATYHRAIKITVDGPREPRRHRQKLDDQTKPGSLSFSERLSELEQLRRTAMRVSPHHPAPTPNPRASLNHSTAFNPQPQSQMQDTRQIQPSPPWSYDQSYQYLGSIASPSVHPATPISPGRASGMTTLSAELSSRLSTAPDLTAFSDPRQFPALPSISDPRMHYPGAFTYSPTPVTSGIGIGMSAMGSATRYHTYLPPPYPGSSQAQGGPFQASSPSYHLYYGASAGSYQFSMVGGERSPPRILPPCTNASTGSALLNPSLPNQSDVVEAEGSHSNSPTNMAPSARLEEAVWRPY
# Target sequence (Q13951 whole entry, looked up): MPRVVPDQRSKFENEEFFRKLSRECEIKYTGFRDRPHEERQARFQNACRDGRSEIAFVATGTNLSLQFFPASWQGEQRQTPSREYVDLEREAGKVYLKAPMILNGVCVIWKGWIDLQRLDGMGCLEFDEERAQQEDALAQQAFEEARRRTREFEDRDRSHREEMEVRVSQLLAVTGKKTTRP
#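 Compounds were screened at multiple concentrations against a preformed CBF-beta(His)/RUNX1(biotin) complex (30 nM of each) for 15 min at room temperature, followed by 90 min with nickel and streptavidin beads and AlphaScreen reading.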
# Starred values were filed as active, the others as inactive; u = inconclusive; x = not tested or not shown; & = joins results of further samples; [ ] = dose if it differs, or a comment. Unless noted, the call rests on the fitted dose curve; in most records, active means well fitted curve in the direction sought with a large enough effect; inconclusive means small, poorly fitted or top-dose-only effect, or another doubt; inactive means no such curve, though single readings can be large; an effect the other way counts as inactive or inconclusive.
structure	Lamin A splicing	GAA inhib	aGlu spleen mod	HTT aggregate	HTT ATP protect	GAA glycogen mod	CBFb-RUNX1 inh
CCOP(=O)(OCC)/C(=C/N1CCCCC1)NC(=O)c1ccccc1	0%[46 µM]	u	8%	-10%[9.22 µM]	18%[10 µM]	19%	-1%
Cc1ccccc1NC(=O)COC(=O)c1c[nH]c(=O)[nH]c1=O	-9%[46 µM]	1%	7%	12%	-19%	0%	1%
CC1CCC/C(=N\Nc2ccc(Cl)c(C(=O)O)c2)C1 (stereo not drawn)	-8%	5%	5%	1%	19%[10 µM]	-3%	7%
CC[C@]12CCCN3CCc4c(n(c5ccccc45)C(=O)C1)[C@H]32	x	x	7%	x	-16%[1.9 µM]	x	7%[21.7 µM]
O=C(NCc1ccccc1)c1ccc(CSc2ccccc2)o1	-26%[46 µM]	-13%	-19%	-20%	x	-1%	9%
CC(OC(=O)CC1CC2CCC1C2)C(=O)Nc1ccc(N2CCOCC2)cc1 (stereo not drawn)	25%[46 µM]	-3%	-10%	-8%	-21%	3%	0%
COc1ccc(-c2nc3scc(-c4ccccc4)n3n2)cc1	-1%	-9%	-4%	-23%	-19%[0.074 µM]	-1%	2%
c1cn2cc(CSC3CCCCC3)nc2s1	6%	0%	-4%	-17%	-27%	4%	2%
COC(=O)C1=C(C(=O)OC)C(c2cc([N+](=O)[O-])ccc2O)c2sc(=O)[nH]c2S1 (stereo not drawn)	-13%[46 µM]	-8%	9%	-1%	x	u	8%
CCN1C(=O)c2ccc(C(=O)Nc3nccs3)cc2C1=O	3%	-8%	0%	-14%	-9%[0.074 µM]	-1%	2%
COC(=O)[C@H](CCSC)NC(=O)NCCc1ccc(F)cc1	9%	-1%	-7%	15%	16%	-11%	2%
NC(=O)c1cc([N+](=O)[O-])ccc1N1CCCCC1	1%	1%	1%	-11%	28%[10 µM]	0%	-2%
Cc1nc(SC(C(=O)c2ccccc2)c2ccccc2)nc2ccccc12 (stereo not drawn)	5%	u	5%	-15%	23%[10 µM]	11%	-9%
CSc1ccc(/C=C(\NC(=O)c2ccc(C)cc2)C(=O)NN)cc1	x	x	-1%	1%[9.22 µM]	-5%[10 µM]	u	-16%
COc1ccc(/C=C2/CCc3ccccc3C2=O)cc1OC	u	0%	2%	-23%	7%[10 µM]	-1%	-2%
C/C(N)=C(/C#N)C(=O)CSc1cc(C)c2ccccc2n1	-12%[46 µM]	u	1%	2%	u	-6%	4%
COc1ccc(N2C(=S)NC(C)(C)CC2(C)c2ccc(OC(C)=O)cc2OC(C)=O)cc1 (stereo not drawn)	x	-2%	-3%	20%	u	-9%	1%
COc1ccc(CNC2CCCCC2)cc1	7%	-3%	-6%	-31%	15%	4%	7%
Cc1cc(C(=O)CN2C(=O)CCC2=O)c(C)n1Cc1ccccc1	1%	-5%	-2%	12%	-20%	-6%	-11%
Cc1ccc(CN2CCN(Cc3ccccc3)C(CCO)C2)s1 (stereo not drawn)	25%[46 µM]	u	6%	-32%[9.22 µM]	-12%[10 µM]	17%	-6%
CC(=O)N1N=C(c2ccncc2)OC12CCCCC2	-3%	6%	3%	13%	-12%	5%	3%
CN(C)C=Nc1c(C(=O)c2ccccc2)sc2nccc(N(C)C)c12	-3%	-3%	-4%	6.3µM*	x	1%	14%
CCC(=O)Nc1sc(C(=O)Nc2ccccc2F)c(C)c1C(=O)OC	-7%[46 µM]	13%	5%	12%[9.22 µM]	30%[10 µM]	21%	1%
CCOc1ccc(-n2c(C)nc3cc(C(=O)NCc4ccco4)ccc32)cc1	11%	4%	1%	-1%	-10%	-15%	-5%
CCN(CC)C(=O)C(=O)c1cccn1-c1cccc(OC)c1C#N	x	x	-1%	-15%[9.22 µM]	-8%[10 µM]	12%	8%
Cc1ccc(CNC(=O)c2ccc(NC(=O)CCS(=O)(=O)c3cccs3)cc2)cc1	-10%	-5%	-1%	7%	17%	7%	7%
CCCCCCC(=O)N/N=C/Cc1ccccc1	5%	-8%	-10%	25%	-34%	-5%	6%
COc1ccc(C2CC(c3cccs3)=NN2C(=O)CSc2nc3c(cnn3-c3ccccc3)c(=O)[nH]2)cc1 (stereo not drawn)	4%	-3%	-4%	12%	x	-4%	2%[2.36 µM]
O=C(CCc1nnc(CCc2ccccc2)o1)N1CCCC1c1nccs1 (stereo not drawn)	7%[46 µM]	-5%	5%	-9%[9.22 µM]	0%[10 µM]	-8%	7%
COc1ccc(OCCSc2nnc(CC(=O)Nc3cccc(Cl)c3Cl)n2C)cc1	14%	3%	0%	4%	5%	-14%	0%
O=C(C1=C[C@@H](C2CCCCC2)C[C@@H](OCCCCO)O1)N1CCN(Cc2ccccc2)CC1	x	x	-11%	11%[9.22 µM]	12%[10 µM]	0%	3%
CC(=O)OC(C(=O)NCc1ccco1)c1cccnc1 (stereo not drawn)	9%	-2%	-10%	u	4%[10 µM]	-1%	5%
O=C(Nc1cccc(Br)c1)/C(=C\c1cccnc1)NC(=O)c1ccco1	2%	-2%	-5%	-6%	-16%	-1%	-3%
COc1ccc(Cn2nnnc2C(c2cc3cc(C)cc(C)c3[nH]c2=O)N2CCOCC2)cc1 (stereo not drawn)	13%	u	4%	10%	-18%[10 µM]	2%	-15%
CCOC(=O)C1=C(CSc2nc(C)cc(C)c2C#N)OC(N)=C(C#N)C1c1ccccc1 (stereo not drawn)	8%	-3%	2%	21%	-7%	-25%	-3%
CC(=O)C1C(=O)C=C(c2ccco2)CC1c1ccccc1 (stereo not drawn)	12%	u	-5%	3%	14%	-4%	8%
CC(C)C(=O)Nc1ccc2c(c1)nc(CCN1CCN(C)CC1)n2C	6%	-3%	-2%	11%	-23%	-2%	1%
Cc1cccc(C)c1NC(=O)CN1C(=O)S/C(=C\c2cccn2C)C1=O	u	-4%	-2%	14%	-9%	1%	-4%
COc1ccc(NC(=O)CC2C(=O)N(C)C(=S)N2Cc2ccco2)cc1 (stereo not drawn)	-14%	3%	-1%	-7%	4%[10 µM]	0%	-10%
Cc1ccc(N(C(=O)CNC(=O)c2ccco2)C(C(=O)NCC2CCCO2)c2ccccc2)cc1 (stereo not drawn)	4%	-2%	-6%	1%	28%	2%	4%
c1ccc2cc3c(NCCN4CCOCC4)ccnc3cc2c1	u	4%	-3%	0%	4%[0.074 µM]	-2%	7%
CCOC(=O)Cc1csc(NC(=O)COc2ccc(C)c(C)c2)n1	x	5%	-3%	u	u	-12%	1%
NC(=S)N=Nc1c(O)[nH]c2cc(F)c(F)cc12	-6%	-9%	-21%	3%	10%[10 µM]	-19%	-6%
CCN(CC)CCNC(=O)c1ccc(NS(=O)(=O)c2ccc3c(c2)OCCO3)cc1	-5%[46 µM]	9%	0%	1%	-24%	-5%	0%
Cc1cc(=O)oc2ccc(OC(C)C(=O)O)cc12 (stereo not drawn)	3%	-4%	6%	12%	x	1%	8%

# Complete entries as entered above. Order of screens: Lamin A splicing	GAA inhib	aGlu spleen mod	HTT aggregate	HTT ATP protect	GAA glycogen mod	CBFb-RUNX1 inh
# Record of CCOC(=O)C1=C(CSc2nc(C)cc(C)c2C#N)OC(N)=C(C#N)C1c1ccccc1 (stereo not drawn) = 8%	-3%	2%	21%	-7%	-25%	-3%
# Record of COC(=O)C1=C(C(=O)OC)C(c2cc([N+](=O)[O-])ccc2O)c2sc(=O)[nH]c2S1 (stereo not drawn) = -13%[46 µM]	-8%	9%	-1%	x	u	8%

# Later entries:
structure	Lamin A splicing	GAA inhib	aGlu spleen mod	HTT aggregate	HTT ATP protect	GAA glycogen mod	CBFb-RUNX1 inh
Cc1ccc(S(=O)(=O)N(CC(=O)NC2CCCCCC2)c2ccccc2F)cc1	7%	-6%	-3%	12%	-23%	9%	7%
Cc1cc(Nc2ccc(C)c(Br)c2)n2nc(C)nc2n1	-10%	2%	-4%	2%	9%[10 µM]	0%	1%
COC(=O)c1ccc(C(NC(=O)OCc2ccccc2)/C(C)=C/[C@@H](C)C(=O)NCc2cc(C)on2)cc1 (stereo partly drawn)	x	x	-5%	x	-12%	x	5%
O=C(NC(=S)NC1CCSC1=O)c1ccccc1Cl (stereo not drawn)	u	-5%	-11%	23%	-11%	-9%	-4%
O=C(NCc1cccnc1)c1ccc(Cl)c(S(=O)(=O)Nc2ccccc2C(=O)NCc2cccnc2)c1	-1%[46 µM]	0%	4%	5%	-9%[10 µM]	-12%	-6%
CCCCCCCCCCCCCCCC[N+](C)(C)CCN(Cc1ccc(OC)cc1)c1ncccn1	u	x	2%[29.1 µM]	-16%[20.6 µM]	u	x	19%[21.7 µM]
O=C(/C=C/c1ccc(Cl)cc1Cl)NC(=S)Nc1ccccn1	u	2%	-2%	6%	11%	-10%	2%
CCOc1cc(C(=O)Nc2ncccn2)cc(OCC)c1OCC	-6%	-6%	5%	-10%	4%	-22%	-6%
C/C(N)=C(/C#N)C(=O)COC(=O)CNC(=O)c1ccc(Cl)cc1Cl	-17%[46 µM]	2%	1%	5%	-20%	-1%	-2%
C=C(C)c1cccc(C(C)(C)NC(=O)Nc2ccccc2OCC)c1	-1%	1%	-2%	-17%	17%[10 µM]	5%	-11%
Cc1sc(NC(=O)C2C3C=CC(C3)C2C(=O)O)c(C(N)=O)c1-c1ccc(C(C)C)cc1 (stereo not drawn)	u	-4%	-3%	-1%	x	2%	-2%
COc1ccc(S(=O)(=O)N(CC(=O)NCCCN(C)C)c2ccc(C)cc2)cc1OC	-6%	1%	-1%	-1%	-18%	-6%	4%
CCCCC1=CC2=C(c3ccco3)C(=O)C(C)(OC(=O)c3ccc(OC)cc3)C(=O)C2=CN1CCN1CCOCC1 (stereo not drawn)	-17%[9.22 µM]	x	-10%[17.4 µM]	-11%[9.22 µM]	-10%&-15%[10 µM]	-1%	-17%[13.1 µM]
CCOC(=O)C1(Cc2cccc(OC)c2)CCN(Cc2ccon2)CC1	x	x	2%	11%[9.22 µM]	10%[10 µM]	3%	14%
COc1ccc(OC)c(C2CC(=O)N3CN(c4ccccc4F)CSC3=C2C#N)c1 (stereo not drawn)	2%	-11%	2%	2%	-22%	17%	u

# Source: PubChem BioAssay
